eLon inh: inhibits E. coli Lon protease | P0A9M0 | purified E. coli Lon protease, fluorescence polarization | inhibition, % at 7.94 µM | 360,000 compounds, 0.42% hits | AID 602123; in the data active means inhibition above about 13%, passing the limit was not always enough;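 further: 0% = enzyme with probe and DMSO and 100% = no enzyme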
Target sequence (P0A9M0 whole entry, looked up): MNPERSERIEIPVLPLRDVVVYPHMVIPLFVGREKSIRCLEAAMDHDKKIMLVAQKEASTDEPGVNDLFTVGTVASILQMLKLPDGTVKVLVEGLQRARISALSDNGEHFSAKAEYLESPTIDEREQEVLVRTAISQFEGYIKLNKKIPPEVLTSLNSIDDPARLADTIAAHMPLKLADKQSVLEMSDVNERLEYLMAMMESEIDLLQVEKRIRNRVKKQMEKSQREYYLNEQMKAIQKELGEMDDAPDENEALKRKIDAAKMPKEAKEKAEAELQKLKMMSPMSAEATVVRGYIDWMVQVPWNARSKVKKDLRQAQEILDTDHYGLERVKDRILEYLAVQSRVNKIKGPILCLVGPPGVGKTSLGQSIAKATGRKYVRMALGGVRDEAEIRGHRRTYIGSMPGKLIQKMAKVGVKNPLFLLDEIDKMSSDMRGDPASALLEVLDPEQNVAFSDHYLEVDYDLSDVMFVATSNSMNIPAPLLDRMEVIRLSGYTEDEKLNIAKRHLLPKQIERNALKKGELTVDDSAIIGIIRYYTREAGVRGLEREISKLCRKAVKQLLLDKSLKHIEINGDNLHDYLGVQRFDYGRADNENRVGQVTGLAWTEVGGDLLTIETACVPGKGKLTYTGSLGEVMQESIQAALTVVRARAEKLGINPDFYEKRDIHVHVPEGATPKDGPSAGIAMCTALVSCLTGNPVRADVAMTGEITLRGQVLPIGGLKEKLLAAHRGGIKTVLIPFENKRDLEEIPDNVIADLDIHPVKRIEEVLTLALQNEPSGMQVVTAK
FAS-TE inh: blocks the thioesterase domain of human fatty acid synthase; 360,000 compounds, 0.67% hits; inhibition, % at 15 µM; recombinant FAS-TE, OMFH fluorogenic substrate, fluorescence endpoint;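 active means compounds whose normalised, plate-corrected inhibition of enzyme fluorescence in the single-dose primary screen is 50% or more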;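 further: 0% = DMSO with enzyme and 100% = substrate without enzyme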
MsrA inh: inhibits bovine methionine sulfoxide reductase A; purified bovine MsrA, absorbance read-out; 360,000 compounds, 0.75% hits; inhibition, % at 15.5 µM; AID 651718; in the data active means inhibition above about 4.5%;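 further: 0% = vehicle wells with enzyme and 100% = reference inhibitor wells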
bovine MsrA act: bovine methionine sulfoxide reductase A activation; purified bovine MsrA, absorbance read-out; activation, % at 10.6 µM; 360,000 compounds, 0.3% hits; AID 602163; in the data active means activation above about 7.5%;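 further: 0% = vehicle and 100% = reference activator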
MLLE-PAM2 inh: blocks PAM2 peptide binding to the PABP1 MLLE domain; P11940; GST-MLLE / FITC-PAM2 fluorescence polarization; inhibition, % at 20 µM; 360,000 compounds, 0.36% hits; in the data active means inhibition above about 35%, passing the limit was not always enough;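 further: plate controls were DMSO wells with GST-MLLE for no effect and wells lacking GST-MLLE protein for full effect; some results filed as inactive read as strong as hits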
CendR NRP1 mod: modulators of CendR peptide binding to human neuropilin-1; inhibition, % at 25 µM; 360,000 compounds, 0.85% hits; FAM-RPARPAR peptide binding to NRP-1, fluorescence polarization; O14786;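 active means inhibition or corrected inhibition above about 18%, plus a signal ratio from 0.5 to 1.5, limit read from the data, passing the limit was not always enough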; further: strong numbers were not always called active
Tb MetRS inh: blocks T. brucei methionyl-tRNA synthetase activity | 360,000 compounds, 0.4% hits | inhibition, % at 11.9 µM | purified T. brucei MetRS, ATP depletion, Kinase-Glo luminescence;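 active means inhibition above a per-plate cutoff of the control wells' mean inhibition plus 3 SD, cut at about 5.5% in these data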;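 further: 0% = DMSO wells median and 100% = median of wells with control inhibitor compound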
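Material: parasite MetRS enzyme / Replication: singlicate, one well per compound / Signal: luminescence of leftover ATP / Schedule: 2 h aminoacylation at 25 °C after 15 min preincubation / Medium: HEPES-MgCl2-KCl buffer plus DTT, spermine, BSA, pyrophosphatase / Doses: 11.9 µM single point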
MT1-MMP act inh: inhibitors of human MT1-MMP activation; 360,000 compounds, 0.061% hits; P50281; GFP/RFP ratio change, % at 20 µM; HT1080 RFP-PRO-GFP cells, GFP/RFP ratio fluorescence, overnight; percent of plate control window, DMSO zero;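 active means GFP/RFP ratio change of at least 30% with cell ATP level not reduced by more than half and red fluorescence within 50% of control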; further: strong numbers were not always called active
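Assay system: RFP-PRO-GFP reporter HT1080 cells; read-out basis: GFP/RFP fluorescence ratio; benchmarks: DMSO wells and RFP-L50D-GFP cells; doses: 20 µM single dose, 1% DMSO; schedule: overnight cell settling, then overnight compound exposure, 37 °C, 5% CO2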
SKN-1 inh: blocks SKN-1 activity in C. elegans. 360,000 compounds, 0.49% hits. C. elegans VP596 Pgst-4::GFP/RFP ratio, acrylamide-induced, 24 h. inhibition, % at 21.8 µM;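 active means interference check ratio from 0.5 to 1.5 plus GFP to RFP signal ratio inhibition reaching or exceeding a fixed threshold, cut at about 30% in these data, passing the limit was not always enough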; further: some compounds called inactive have numbers as strong as hits
* marks the source's active call; other numbers are inactive results; / = no result given.

| SMILES | eLon inh | FAS-TE inh | MsrA inh | bovine MsrA act | MLLE-PAM2 inh | CendR NRP1 mod | Tb MetRS inh | MT1-MMP act inh | SKN-1 inh |
| --- | --- | --- | --- | --- | --- | --- | --- | --- | --- |
| Nc1nc(-c2ccco2)nn1S(=O)(=O)c1ccccc1 | 7.6 | -4.9 | 0.0 | -3.4 | 0.4 | -4.4 | -0.4 | 0.3 | 2.9 |
| CC(=O)Nc1ccc2c(c1)CCc1ccccc1-2 | 6.1 | 0.4 | 1.0 | -13.2 | -2.7 | 8.6 | -1.6 | -0.1 | -4.0 |
| COc1ccc(C(=O)c2c3ccc(OC)cc3[n+]([O-])n2CCCC(N)=O)cc1 | -8.2 | -9.3 | 2.2 | -5.5 | -5.6 | 10.0 | 0.6 | 2.9 | -13.3 |
| Cc1oc(-c2ccccc2Cl)nc1CS(=O)(=O)CC(=O)NCCc1ccccc1 | -0.4 | 7.1 | 0.7 | 1.3 | 5.7 | -4.7 | 0.2 | -10.1 | -8.4 |
| N#CCCN(C(=O)COC(=O)c1ccc2c(c1)OCO2)c1ccccc1 | 5.5 | -3.3 | -0.7 | -2.1 | -0.7 | 4.3 | -0.5 | 4.8 | 11.3 |
| CCn1c(SCC(=O)N2CCN(c3ccccc3)CC2)nnc1-c1ccoc1C | -5.9 | -5.7 | 0.6 | 0.1 | -4.8 | -28.5 | -0.5 | 3.6 | -23.0 |
| CC(=O)N1c2ccc(S(=O)(=O)N(C)CC(=O)NC3CCCC3)cc2CC1C (stereo not given) | -13.4 | -3.6 | -1.6 | -1.1 | -2.4 | -3.1 | -0.5 | 3.3 | 13.8 |
| Cc1cc(-c2ccccc2)n2nc(N)nc2n1 | 2.6 | -3.4 | -0.5 | -2.6 | 3.5 | 5.4 | -0.1 | 0.0 | 6.1 |
| O=C(COC(=O)C1CC1)NCc1ccccc1 | 5.9 | -10.3 | -0.5 | -6.7 | -0.5 | 5.5 | -0.4 | -3.1 | -6.7 |
| O=C(Nc1ccc(F)c(Cl)c1)c1ccc2nc([C@@H]3O[C@H](CO)[C@H](O)[C@H](O)[C@H]3O)[nH]c2c1 | 5.4 | -2.0 | -1.3 | -2.4 | 1.6 | -2.8 | -0.1 | 1.6 | 1.0 |
| Cc1ccc(-n2ncc3c(=O)n(CC(=O)OCc4ccccc4)cnc32)cc1 | 2.4 | -3.4 | 1.9 | -2.7 | -6.5 | -10.5 | 0.2 | 16.2 | 1.2 |
| O=C(N/N=C/c1cccnc1)c1cc(-c2cccs2)nc2ccccc12 | -1.9 | -4.9 | 3.6 | -0.4 | 4.7 | -2.8 | 0.4 | -2.7 | -0.9 |
| CC(C)CNS(=O)(=O)c1ccccc1C(=O)N1CCCCC1 | 0.7 | -7.0 | -0.3 | -4.3 | 7.7 | -3.1 | 0.0 | -4.5 | 3.1 |
| O=C(c1ccc(-c2cc(O)c3ncccc3c2)cc1)N1CCNCC1 | 0.9 | -7.9 | 0.1 | -1.6 | -0.6 | -0.6 | -0.2 | -10.1 | 3.9 |
| COc1ccc(OC)c(-n2c(SCC(C)=O)nnc2-c2cccc(S(=O)(=O)N(C)C)c2)c1 | -2.5 | -2.5 | 0.0 | -12.0 | -58.2 | 0.0 | -1.0 | / | -1.7 |
| CC(C)c1ccc(CC(=O)N2CCC2(C)C(=O)NCc2cccc3ccccc23)cc1 (stereo not given) | 10.4 | 19.3 | -0.9 | -9.5 | -9.1 | -6.2 | -0.5 | / | 7.3 |
| COCc1cc(Sc2c(Cl)cccc2Cl)nc(-c2ccccc2)n1 | -2.6 | 34.5 | 0.7 | -2.8 | 9.3 | -0.6 | -0.6 | -2.1 | 48.1 |
| CCCNS(=O)(=O)c1ccc(CCC(=O)NCc2ccco2)cc1 | 3.8 | -2.9 | -1.8 | -1.2 | 7.6 | -2.5 | -0.3 | -0.7 | 11.1 |
| O=c1cc(CN2CCN(c3ccccc3F)CC2)c2cc3c(cc2o1)CCCC3 | 7.3 | 0.8 | 0.1 | -1.9 | 2.8 | -8.5 | -0.1 | -4.5 | -26.5 |
| COC(=O)C1=C(C(=O)OC)[C@@H]2N(Cc3ccccc3)c3ccccc3[C@@]23C[C@@H](C(=O)OC)N(C(=O)c2ccc(Br)cc2)C3=N1 | -4.8 | 83.7* | / | 1.3 | 2.5 | 8.2 | -0.2 | -12.2 | 3.1 |
| CCOc1cccc2c1OC1(CCCCC1)N1N=C(c3cccnc3)CC21 (stereo not given) | -18.6 | -1.3 | 0.1 | -3.4 | -17.9 | -12.2 | 0.2 | 1.8 | 15.4 |
| O=C1/C(=C\c2ccco2)SC(=S)N1c1ccc(O)cc1 | -22.5 | -3.2 | 0.8 | -6.1 | 24.7 | 6.2 | -0.3 | 3.6 | -4.9 |
| COCC(=O)Oc1cc(-c2ccc(C)cc2C)c(OC(=O)COC)c(-c2ccc(C)cc2C)c1 | 3.5 | 28.1 | 0.0 | 4.3 | -0.5 | 2.6 | -0.3 | -15.6 | 17.3 |
| COC(=O)C1C(=O)C2=C(CC1C)NC(=O)CC2c1ccccc1 (stereo not given) | 8.2 | -4.5 | 1.6 | -1.4 | -4.5 | -13.2 | -1.3 | 2.0 | 12.8 |
| Cc1ccc(CSC2=NCCN2C(=O)c2ccc(S(=O)(=O)N(C)C)cc2)cc1 | -1.4 | 18.3 | -0.3 | -4.4 | 18.5 | -2.4 | -0.4 | 0.0 | 5.4 |
| COc1ccccc1N(CN1CCCC1=O)C(=O)COc1ccccc1 | 2.5 | -12.3 | 0.9 | -10.4 | 11.5 | -5.1 | 0.4 | -2.1 | -6.6 |
| CN1CC(=O)N(CC(=O)NC2CCCCC2)C1=O | -3.1 | -4.8 | 0.2 | -3.0 | -23.5 | 11.7 | -0.3 | 1.1 | 23.7 |
| CCCCN1CC(Br)C(=O)NC1=O (stereo not given) | -9.7 | -7.8 | -0.3 | -3.2 | -4.8 | 7.3 | 0.1 | 0.6 | 13.1 |
| ON1C(c2ccccc2C(F)(F)F)N(O)[C@H]2CCCC[C@H]21 (stereo not given in full) | -1.2 | -6.5 | -0.6 | -3.8 | 1.6 | 4.6 | 0.0 | 2.2 | 26.7 |
| OCCN1CCN(c2cc(C(F)(F)F)nc3ccccc23)CC1 | -6.7 | -6.1 | 1.1 | -0.9 | 8.4 | 2.2 | -0.1 | -1.9 | -0.9 |

The final 2 records of the part above open the next one:
| SMILES | eLon inh | FAS-TE inh | MsrA inh | bovine MsrA act | MLLE-PAM2 inh | CendR NRP1 mod | Tb MetRS inh | MT1-MMP act inh | SKN-1 inh |
| --- | --- | --- | --- | --- | --- | --- | --- | --- | --- |
| ON1C(c2ccccc2C(F)(F)F)N(O)[C@H]2CCCC[C@H]21 (stereo not given in full) | -1.2 | -6.5 | -0.6 | -3.8 | 1.6 | 4.6 | 0.0 | 2.2 | 26.7 |
| OCCN1CCN(c2cc(C(F)(F)F)nc3ccccc23)CC1 | -6.7 | -6.1 | 1.1 | -0.9 | 8.4 | 2.2 | -0.1 | -1.9 | -0.9 |
| O=C1C(NS(=O)(=O)c2cccs2)=C(N2CCN(c3ccccc3)CC2)C(=O)c2ccccc21 | 4.3 | 22.6 | -0.3 | 1.1 | -2.1 | -9.6 | -0.3 | 7.5 | 0.6 |
| O=C(NCCCCNC(=O)C(F)(F)F)C(F)(F)F | 0.9 | 0.7 | -0.6 | -0.7 | 2.6 | 1.8 | -0.7 | -3.1 | 16.7 |
| CN(C)c1ccc(S(=O)(=O)NCC(=O)OCC(=O)Nc2cc(Cl)cc(Cl)c2)cc1[N+](=O)[O-] | -7.2 | -4.7 | -0.2 | -0.3 | 10.7 | -4.0 | 1.0 | 7.6 | -1.6 |
| COc1ccc(OC)c(NC(=O)CSc2nnc(CNC(=O)c3ccco3)o2)c1 | 8.6 | -9.8 | -0.4 | -2.4 | 20.0 | -9.3 | -0.4 | -4.3 | 30.6 |
| Cc1cc2nc3c(=O)[nH]c(=O)[nH]c3nc2c([N+](=O)[O-])c1N | 95.4* | -70.2 | 0.9 | -7.3 | 190.8 | 132.3 | -0.3 | -81.3 | 27.1 |
| CC1(C)Cc2c(cnn2-c2ccccc2)C(NC(=O)c2ccc[n+]([O-])c2)C1 (stereo not given) | 11.0 | -2.7 | -0.1 | -2.6 | 6.4 | -8.0 | -0.4 | -1.2 | 8.4 |
| CCOC(=O)c1c(C)[nH]c(C(=O)OCC(=O)Nc2cccnc2Cl)c1C | -3.0 | 0.1 | 0.1 | -4.5 | 12.5 | -1.2 | -0.1 | -5.8 | 18.9 |
| Cc1ccc(/C=N/NC(=O)CNC(=O)c2cccs2)cc1 | -14.7 | -2.5 | 1.6 | -2.5 | 11.3 | -2.5 | -0.4 | 0.9 | 13.5 |
| C=CCn1c(CC(C)(C)C)nc2ccccc21 | -0.5 | -4.7 | 0.4 | -2.9 | 10.9 | 9.0 | -0.2 | 0.1 | 7.1 |
| COc1cc(C2=NOC(C(=O)Nc3ccc(C(C)=O)cc3)C2)cc(OC)c1OC (stereo not given) | -14.9 | -7.2 | 0.1 | -14.2 | 0.6 | 9.5 | -1.5 | 2.5 | -4.4 |
| CCOC(=O)CSc1nnc(CNC(=O)c2ccco2)n1C | 1.8 | -3.9 | 0.1 | -0.7 | -0.9 | 14.6 | -0.2 | 0.9 | -5.2 |
| Cn1c2c(c(=O)n(C)c1=O)C(NS(=O)(=O)c1ccccc1)(C(F)(F)F)C(=O)N2 (stereo not given) | 4.3 | -5.4 | 0.8 | -5.4 | -6.3 | 0.7 | -0.7 | -0.6 | -12.8 |
| CCn1cc(CNC(=O)c2cc(-c3cc(OC)ccc3OC)nc3ccccc23)c(C)n1 | -13.1 | -8.6 | 1.1 | -4.1 | 8.5 | -5.6 | 0.7 | 1.8 | 9.3 |
| O=C(CN1c2ccccc2Sc2ccccc21)N/N=C/c1ccc(Cl)cc1 | 0.5 | 43.7 | -0.4 | -0.8 | -2.3 | -0.4 | -0.3 | 3.8 | -0.3 |
| O=C(NC(=S)Nc1ccccc1C(F)(F)F)c1ccccc1F | 4.7 | 10.1 | -0.5 | -3.7 | 34.8 | -10.1 | 0.6 | -2.7 | 29.3 |
| CCC(C)(C)n1nnnc1C(c1cccs1)N1CCc2ccccc21 (stereo not given) | 0.0 | 23.8 | -1.1 | -4.3 | -8.3 | 3.4 | -0.4 | -9.2 | 8.7 |
| CCOC(=O)c1c(N)sc(C(=O)Nc2ccccc2)c1C | -0.4 | 2.0 | 1.0 | -4.5 | 33.8 | -1.1 | -1.4 | 0.3 | 9.0 |
| CC1(C(=O)NS(=O)(=O)c2ccc(F)cc2F)CCN1C(=O)C1(c2ccc(Cl)cc2)CC1 (stereo not given) | -12.8 | -14.0 | -0.1 | -7.0 | 1.3 | -5.5 | 0.2 | 1.4 | 8.7 |
| COc1cc(C=O)c(-c2c(C=O)cc(OC)c3c2OCO3)c2c1OCO2 | 8.3 | -0.1 | 2.6 | -4.2 | -5.2 | -6.8 | -0.5 | 3.4 | -1.0 |
| COc1ccc(S(=O)(=O)NC(CC(=O)NCc2ccc3c(c2)OCO3)c2ccco2)cc1 (stereo not given) | 7.8 | -5.4 | -0.3 | -3.6 | -5.1 | -8.6 | -0.9 | 1.6 | -0.5 |
| CCOC(=O)C1(Cc2ccc(OC)cc2)CCN(C(=O)CCc2cccnc2)CC1 | 3.3 | -9.8 | 1.0 | -10.5 | -9.1 | 0.3 | -1.4 | 1.5 | -10.6 |
| Cc1ccc(S(=O)(=O)CC(=O)Nc2nc3ccccc3s2)cc1 | -3.3 | 0.5 | 0.6 | -7.8 | -5.0 | 4.3 | -0.8 | 0.0 | 13.8 |
